mHTT-CaM PPI inh = disrupts binding of mutant huntingtin to calmodulin; P42858; 190,000 compounds, 3.6% hits; inhibition, % at 15 µM; AlphaScreen His-mHTT/GST-CaM binding, luminescence;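 also: 0% = both proteins with DMSO and 100% = one protein alone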
Target sequence (P42858 whole entry, looked up, stated change not applied): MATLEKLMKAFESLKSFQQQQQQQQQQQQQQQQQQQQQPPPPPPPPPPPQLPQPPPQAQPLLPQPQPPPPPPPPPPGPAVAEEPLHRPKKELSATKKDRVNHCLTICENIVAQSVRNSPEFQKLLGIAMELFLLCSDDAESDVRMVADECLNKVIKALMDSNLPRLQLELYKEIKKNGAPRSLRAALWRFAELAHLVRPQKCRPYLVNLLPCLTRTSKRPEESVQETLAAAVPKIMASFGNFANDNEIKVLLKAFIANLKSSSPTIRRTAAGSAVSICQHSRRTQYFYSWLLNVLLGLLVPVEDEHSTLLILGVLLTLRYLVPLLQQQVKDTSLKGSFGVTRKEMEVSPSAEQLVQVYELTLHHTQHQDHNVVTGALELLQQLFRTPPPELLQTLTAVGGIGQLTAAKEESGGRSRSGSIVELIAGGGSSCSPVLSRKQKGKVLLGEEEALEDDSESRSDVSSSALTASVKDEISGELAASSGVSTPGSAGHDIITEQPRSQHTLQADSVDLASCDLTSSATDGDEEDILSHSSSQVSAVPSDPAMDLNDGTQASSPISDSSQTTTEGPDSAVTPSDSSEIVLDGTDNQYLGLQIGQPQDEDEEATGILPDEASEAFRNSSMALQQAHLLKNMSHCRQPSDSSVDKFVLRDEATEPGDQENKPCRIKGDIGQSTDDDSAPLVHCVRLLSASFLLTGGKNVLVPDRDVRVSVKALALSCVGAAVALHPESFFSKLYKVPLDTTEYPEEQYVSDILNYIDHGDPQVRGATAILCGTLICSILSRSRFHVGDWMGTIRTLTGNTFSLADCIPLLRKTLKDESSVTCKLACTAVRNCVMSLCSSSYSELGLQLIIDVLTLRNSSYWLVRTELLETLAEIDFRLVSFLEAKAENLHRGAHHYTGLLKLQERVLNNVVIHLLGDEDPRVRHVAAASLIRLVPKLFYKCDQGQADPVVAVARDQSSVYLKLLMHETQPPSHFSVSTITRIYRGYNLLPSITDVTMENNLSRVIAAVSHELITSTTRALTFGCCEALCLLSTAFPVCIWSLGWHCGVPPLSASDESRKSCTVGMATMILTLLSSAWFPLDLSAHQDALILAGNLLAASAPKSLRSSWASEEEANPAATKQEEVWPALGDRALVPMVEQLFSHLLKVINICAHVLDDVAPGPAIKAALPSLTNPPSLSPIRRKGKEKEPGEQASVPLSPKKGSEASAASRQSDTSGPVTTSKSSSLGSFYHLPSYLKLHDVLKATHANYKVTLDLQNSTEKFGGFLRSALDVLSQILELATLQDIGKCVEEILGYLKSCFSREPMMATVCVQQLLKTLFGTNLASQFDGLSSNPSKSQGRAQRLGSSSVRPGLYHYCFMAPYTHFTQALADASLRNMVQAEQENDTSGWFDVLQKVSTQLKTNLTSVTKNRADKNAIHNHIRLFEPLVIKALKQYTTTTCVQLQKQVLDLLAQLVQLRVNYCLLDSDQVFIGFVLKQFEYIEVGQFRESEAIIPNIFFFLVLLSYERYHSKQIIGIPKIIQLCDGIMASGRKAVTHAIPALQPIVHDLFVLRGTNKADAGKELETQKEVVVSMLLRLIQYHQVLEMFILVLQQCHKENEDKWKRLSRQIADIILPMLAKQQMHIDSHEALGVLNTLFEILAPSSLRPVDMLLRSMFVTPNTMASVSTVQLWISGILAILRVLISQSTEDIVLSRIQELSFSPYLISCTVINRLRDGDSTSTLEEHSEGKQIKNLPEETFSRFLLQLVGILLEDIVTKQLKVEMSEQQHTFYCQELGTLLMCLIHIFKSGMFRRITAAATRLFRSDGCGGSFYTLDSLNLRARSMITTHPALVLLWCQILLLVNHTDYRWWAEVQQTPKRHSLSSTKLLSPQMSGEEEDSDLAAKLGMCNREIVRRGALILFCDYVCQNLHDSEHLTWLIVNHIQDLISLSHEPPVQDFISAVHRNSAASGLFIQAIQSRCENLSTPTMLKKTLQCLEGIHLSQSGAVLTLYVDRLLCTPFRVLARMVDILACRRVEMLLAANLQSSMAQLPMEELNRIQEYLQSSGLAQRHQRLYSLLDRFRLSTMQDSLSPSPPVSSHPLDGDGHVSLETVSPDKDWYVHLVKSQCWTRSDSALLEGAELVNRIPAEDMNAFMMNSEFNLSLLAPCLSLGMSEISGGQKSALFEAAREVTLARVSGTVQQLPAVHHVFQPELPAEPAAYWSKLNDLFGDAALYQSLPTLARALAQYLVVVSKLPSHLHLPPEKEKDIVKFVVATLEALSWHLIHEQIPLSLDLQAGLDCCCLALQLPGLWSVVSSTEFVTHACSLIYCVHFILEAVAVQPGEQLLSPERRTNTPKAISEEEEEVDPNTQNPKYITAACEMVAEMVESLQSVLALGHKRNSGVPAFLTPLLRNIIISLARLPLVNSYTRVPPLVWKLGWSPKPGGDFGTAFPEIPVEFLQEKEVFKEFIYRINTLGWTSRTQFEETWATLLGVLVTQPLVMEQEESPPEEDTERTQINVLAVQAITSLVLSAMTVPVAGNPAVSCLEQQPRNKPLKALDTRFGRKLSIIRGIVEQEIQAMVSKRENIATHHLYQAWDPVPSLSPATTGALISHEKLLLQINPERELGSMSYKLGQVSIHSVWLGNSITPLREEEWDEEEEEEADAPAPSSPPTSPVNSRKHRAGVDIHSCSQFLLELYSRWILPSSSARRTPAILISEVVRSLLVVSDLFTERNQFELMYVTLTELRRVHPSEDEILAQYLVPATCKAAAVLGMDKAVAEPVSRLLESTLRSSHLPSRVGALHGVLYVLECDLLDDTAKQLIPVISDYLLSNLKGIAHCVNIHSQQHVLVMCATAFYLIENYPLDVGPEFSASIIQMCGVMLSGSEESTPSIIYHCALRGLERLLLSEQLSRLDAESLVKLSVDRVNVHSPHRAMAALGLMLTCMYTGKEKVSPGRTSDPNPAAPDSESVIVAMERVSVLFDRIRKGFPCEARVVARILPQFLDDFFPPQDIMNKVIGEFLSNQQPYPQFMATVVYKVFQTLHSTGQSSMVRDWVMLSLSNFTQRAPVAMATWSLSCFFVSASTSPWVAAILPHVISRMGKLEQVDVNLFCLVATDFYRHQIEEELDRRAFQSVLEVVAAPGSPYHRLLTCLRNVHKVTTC
Pf apPOL inh = Pf-apPOL DNA polymerase inhibition; inhibition, % at 10 µM; 210,000 compounds, 0.25% hits; Recombinant Pf-apPOL, molecular beacon fluorescence, 1.5 h
* = called active by the depositor; . = no result given; & = joins results of further samples. Rule as the data show it: active = inhibition above about 50%; inactive = the rest. Some of the compounds tested; the hit share may differ from the screen's.

molecule	Pf apPOL inh	mHTT-CaM PPI inh
COc1ccc2c(N3CCC(C(=O)N4CCC(C)CC4)CC3)c(C#N)cnc2c1	-5	-2
O=C(Nc1c2c(nn1-c1ccc([N+](=O)[O-])cc1)CS(=O)(=O)C2)c1cccc(Br)c1	-4	4
COC(=O)C(Cc1c[nH]c2ccccc12)NS(=O)(=O)c1ccc(CNC(=O)c2ccccc2)s1 (centres undefined)	-4	.
O=[N+]([O-])c1cccc(CN2CCN(C3CCN(Cc4ccccc4)CC3)CC2)c1	3	0
COc1cccc(C2C3=C(CCCC3=O)Nc3nc(-c4cccc(Cl)c4)nn32)c1OC (centres undefined)	-5	33
CCN1C(=O)Cc2ccccc2C1C(=O)NCc1cccc(Cl)c1 (centres undefined)	1	1
O=C(CSc1nc2sc3c(c2c(=O)n1-c1ccccc1)CCCC3)c1cccs1	-2	8
CCOC(Cc1nnc(SCC(=O)Nc2ccc(Cl)cc2Cl)n1C)OCC	-19	.
COc1ccc(C2=N/C(=C\c3cccc(Br)c3)C(=O)O2)cc1	-5	-4
Cc1nccn1Cc1nc(-c2ccccc2Cl)no1	-2	-5
COc1ccccc1-c1coc2c(CN3CCCC3)c(O)ccc2c1=O	1	1
O=C(c1cccs1)N1CCN(Cc2ccc3c(c2)OCO3)CC1	-52	9
CCCCNC(=O)c1cccnc1SCC(=O)Nc1ccc(Br)cc1F	0	3
O=C1Nc2ccc(F)cc2C1=NN1CCOCC1	-9	.
CSc1nn(-c2ccccc2)cc1C(N)=NOC(=O)c1cccs1	0	.
CN1CCCc2c(O)cccc21	0	8
CC1CCCC(NC(=O)C2c3ccccc3C(=O)N2Cc2ccccc2)C1C (centres undefined)	-14	3
Cc1cccc(NC(=O)c2cccc(I)c2)c1C	0	0
CCOC(=O)N1CCN(C(=O)CN(c2cc(C)ccc2C)S(=O)(=O)c2ccccc2)CC1	-1	4
CCCN(CCC)S(=O)(=O)c1ccc(NC(=O)c2ccc3c(c2)OCO3)cc1	-16	1
CCn1cc2c3c(cccc31)CN(C(=O)c1ccc(Br)o1)CC2	-6	50
CCOc1ccccc1NC(=O)c1nn(-c2ccc(OC)cc2OC)c(=O)c2ccccc12	-5	-1
O=C(CCS(=O)(=O)Cc1ccc(Cl)cc1)NC1CCCC1	-15	-1
CS(=O)CCC(C(=O)O)N1C(=O)c2ccccc2C1=O (centres undefined)	4&-10	-6&-2
Cc1nnc(NC(=O)C2OC3OC(C)(C)OC3C3OC(C)(C)OC23)s1 (centres undefined)	-4	2
COc1ccc(C(=O)Nc2ccc(-c3nc4ccccc4[nH]3)cc2)cc1OC	-4&-4	18&18
CC1(C)OC2OC(C(=O)Nc3ccccc3C(F)(F)F)C3OC(C)(C)OC3C2O1 (centres undefined)	1	-5
COc1ccc(Cl)cc1N1C(=O)CSC1c1cccc(F)c1 (centres undefined)	-6	3
O=[N+]([O-])c1ccc(N2CCNCC2)cc1NCCN1CCOCC1	-9	2
COc1cccc(CNC(=O)C2CCN(c3nc4cccnc4s3)CC2)c1	1	5
O=C(CSc1ccc(C(F)(F)F)cc1[N+](=O)[O-])Nc1ccc(Cl)cc1	-2	0
O=S(=O)(Nc1cccn2ncnc12)c1cccc(C(F)(F)F)c1	5	0

One compound at a time, as listed above. Values in the order: Pf apPOL inh | mHTT-CaM PPI inh
CCCN(CCC)S(=O)(=O)c1ccc(NC(=O)c2ccc3c(c2)OCO3)cc1 reads -16 | 1
O=S(=O)(Nc1cccn2ncnc12)c1cccc(C(F)(F)F)c1 reads 5 | 0
CCOC(Cc1nnc(SCC(=O)Nc2ccc(Cl)cc2Cl)n1C)OCC reads -19 | .

Later entries
molecule	Pf apPOL inh	mHTT-CaM PPI inh
Cc1cc(OCC(=O)N2CCC(C(N)=O)CC2)cc(C)c1Br	48	8
O=C(c1cccs1)N1CCCC(c2nnc(-c3ccccc3)o2)C1 (centres undefined)	-3	-4
COC(=O)C(N)Cc1ccc(Cl)cc1 (centres undefined)	4	.
CN(C)S(=O)(=O)c1ccc(C(=O)NCCc2csc(-c3ccc(F)cc3)n2)cc1	-16	3
CC(C)C[C@H]1COc2cccc(N3CCOCC3)c2S(=O)(=O)N1	-7	-11
O=C(O)C1CC=CCC1C(=O)NC1CCCC1 (centres undefined)	-5	0
COC(=O)C(=Cc1ccccc1)c1ccccc1	1	.
CCCCN1CC23C=CC(O2)C(C(=O)O)C3C1=O (centres undefined)	-4	-7
O=C(Nc1ccccc1-c1ccccc1)c1cccs1	-3	-9
Clc1ccc2nc(-c3ccc4c(c3)OCO4)cc(-c3ccccc3)c2c1	0	.
c1ccc2cc(-n3cccc3)ccc2c1	.	15
O=C1NC(=Nc2ccccc2)S/C1=C/c1cc2c(cc1Br)OCO2	0	18
CCn1c(N2CCC(C(=O)N3CCC(N4CCCCC4)CC3)CC2)cc(=O)n(C)c1=O	3	43
COc1cc(C(=O)Nc2ccc(-c3nc4ccc(C)cc4o3)c(O)c2)cc(OC)c1OC	0	18
CCN1CCN(C(=O)c2cnn(-c3ccccc3)c2NC(=O)c2ccccc2C)CC1	-13	-4
O=C(NCc1cccs1)C(=O)NCC1(CO)CC1	8	2
Cc1ccc(NC(=O)CSC2=NC(C)(C)N=C2c2ccccc2)c(C)c1	-2	-6
O=C(NCc1ccccc1)C1CCN(c2nnc(-c3ccccc3)o2)CC1	2	8
COc1ccccc1C(=O)N1CCN(c2cc(C)ccc2F)C(=O)C1C (centres undefined)	0	-1
Cc1ccc(N2CCN(C(=O)c3sc4ncn(C)c(=O)c4c3C)CC2C)cc1 (centres undefined)	-3	31
O=C(c1cc2cc3ccc(Cl)cc3nc2o1)N1CCN(Cc2ccc3c(c2)OCO3)CC1	-3	2
CC(=O)N1CCc2ccccc2C1C(=O)N1CCN(c2ccc(C)cc2)CC1 (centres undefined)	-1	44
CCOc1ccccc1C(=O)Nc1ccc([N+](=O)[O-])c(NC(=O)c2ccccc2OCC)c1	0	1
O=C(NC1CC1)c1cccc(OCC2CCCN(C(=O)c3c(F)cccc3F)C2)c1 (centres undefined)	1	3
CCn1cc(S(=O)(=O)N2CCCC(c3nc(CNC(C)=O)cs3)C2)cn1 (centres undefined)	-4	6
COc1cc(OC)cc(-n2nc(C(=O)N(C)C3CCCCC3)c3ccccc3c2=O)c1	-2	1
Cc1ccc(N2C(N)=C(C#N)C(c3cccnc3)C3=C2CC(C)(C)CC3=O)cc1 (centres undefined)	-10	5
COc1cccc2cc(C(N)=O)c(=Nc3ccc(C(C)=O)cc3)oc12	-1	2
CC(=O)C1=C(O)C(=O)N(c2ccc(Br)cc2)C1c1ccc(F)cc1 (centres undefined)	-20	27
c1ccc2[nH]c(SCc3cscn3)nc2c1	-4	-4
Cc1c(C(=O)NCc2ccco2)c(C(F)(F)F)nn1C1CCCN(C(C)C)C1 (centres undefined)	-5	6
COc1ccc(C2=Nc3ccc(Br)cc3C(c3ccccc3)N2CC(=O)NN)cc1 (centres undefined)	-10	32
COC(=O)C1=C(N)Oc2cc(C)oc(=O)c2C1c1cc(OC)c(OC)c(OC)c1 (centres undefined)	-6	4
COCCNC(=O)c1ccc(CS(=O)(=O)Cc2ccccc2Cl)o1	-10	1
Cc1cc(N2CCN(C)CC2)nc2ccc(NC(=O)CCC(=O)NC3CCCC(C)C3C)cc12 (centres undefined)	-5	18
O=C(Cc1ccc([N+](=O)[O-])cc1)NCCO	-4	-2
COc1ccc2sc(C(=O)NC3CCCC3)c(Cl)c2c1	-7	-17
CCOc1nccnc1NC1CCN(C(=O)c2ccc(C#N)cc2)CC1	-7	5
C=CCN(CC=C)S(=O)(=O)c1ccc(C(=O)Nc2ccc(F)cc2F)cc1	-4	-9
CC(NC(=O)COc1ccccc1)C(=O)O (centres undefined)	-8	2
O=C(CSc1nc(-c2ccccc2)cc(-c2ccccc2)n1)N=C1NC(=O)CS1	8	61*
O=C1OC(c2ccc3c(c2)OCO3)=N/C1=C\c1c(Cl)cccc1Cl	-3	0
CCCn1cc2c3c(cccc31)CN(C(=O)NCCCOC)CC2	-2	19
N#Cc1c(SC=C(O)c2cc3ccccc3o2)nc2c(c1C(F)(F)F)CCCC2	-15	.
O=C(CSc1c[nH]c2ccccc12)Nc1ccc(Cl)cc1	3	0
CSc1nc(N2CCOCC2)nc(-c2ccccc2)c1C#N	0	.
Cc1ccc(C(O)=C2C(=O)C(=O)N(C)C2c2ccccc2F)cc1 (centres undefined)	-2	2
COc1ccc(N2CCN(C3CC(=O)N(CCc4ccccc4)C3=O)CC2)cc1 (centres undefined)	-1	2
CC1=CC(C)(C)N=C(Nc2nc(C)c3cc(C)cc(C)c3n2)N1	0	21&46
CCN(CC)CC(C)CNC(=O)C1CCN(S(=O)(=O)N2CCCC2)CC1 (centres undefined)	-11	-4
O=C1CCCC2=C1C(c1cccc([N+](=O)[O-])c1)NC(=S)N2 (centres undefined)	25	17
Cc1ccc(C)c(NC(=O)CCN2CCC(C(N)=O)CC2)c1	0	3
CC(C)(C)N1[C@@H](CC(=O)O)c2cc(C(F)(F)F)ccc2S1(=O)=O	0	-3
Cc1ccccc1CNC(=O)C1(C)Oc2cccnc2NC1=O (centres undefined)	1	1
O=C(c1cc(-c2ccc(F)cc2)no1)N1CCCC1c1cccc(F)c1 (centres undefined)	-1	-14
CCCOc1ccc(N2CC(C(=O)Nc3ccccc3C(C)C)CC2=O)cc1 (centres undefined)	1	-3

For reference, some entries already given.
molecule	Pf apPOL inh	mHTT-CaM PPI inh
CC(C)(C)N1[C@@H](CC(=O)O)c2cc(C(F)(F)F)ccc2S1(=O)=O	0	-3
Cc1ccccc1CNC(=O)C1(C)Oc2cccnc2NC1=O (centres undefined)	1	1
O=C(c1cc(-c2ccc(F)cc2)no1)N1CCCC1c1cccc(F)c1 (centres undefined)	-1	-14
CCCOc1ccc(N2CC(C(=O)Nc3ccccc3C(C)C)CC2=O)cc1 (centres undefined)	1	-3

A few values from the results shown.
For mHTT-CaM PPI inh, `CC1=CC(C)(C)N=C(Nc2nc(C)c3cc(C)cc(C)c3n2)N1` has 21&46
For Pf apPOL inh, `CCCOc1ccc(N2CC(C(=O)Nc3ccccc3C(C)C)CC2=O)cc1` (centres undefined) has 1

Next section
molecule	Pf apPOL inh	mHTT-CaM PPI inh
c1ccc(N2CN3CN2CN3c2ccccc2)cc1	-3	5
COc1ccc(C(=O)Nc2nc3ccc(C)cc3s2)c(OC)c1	2	-2
CS(=O)(=O)N1CCN(C(=O)c2cc(C3CC3)on2)CC1	-1	-14
COc1ccc(Nc2nc(NC(=O)Nc3ccc(Cl)cc3)n[nH]2)cc1	4	.
COc1ccc(-c2noc(-c3ccc(NCCc4ccccc4)nc3)n2)cc1	2	-5
CN(C)S(=O)(=O)NC1CC(=O)N(c2ccc(F)cc2)C1 (centres undefined)	-4	-12
CCn1c(C2CCN(S(=O)(=O)c3ccccc3)C2)nc2cccnc21 (centres undefined)	-1	-3
O=C(Nc1nc(-c2ccco2)cs1)c1csc(-c2cnccn2)n1	76*	6
COc1ccc(-c2cc(C(=O)NN)c3cc(Br)ccc3n2)cc1	-2	29
Cc1ccc(C2CC(=O)c3cnc(N4CCOCC4)nc3C2)cc1 (centres undefined)	-2	30
CCOc1ccccc1CNC(=O)C1CCN(S(=O)(=O)N2CCC(C)CC2)CC1	-14	18
COc1ccc(-c2cc(OC)c3c(C)oc(C)c3c(=O)c2)cc1	7	54*
O=[N+]([O-])c1ccc(NCCNS(=O)(=O)c2ccccc2)c(Cl)c1	3	9
Cc1ccc(NC(=O)N2CCc3c(c(-c4nc(C5CC5)no4)nn3C)C2)c(C)c1	2	24
CCC(C)NC(=O)c1ccc2c(c1)ncn2-c1cc(C)cc(C)c1 (centres undefined)	24	5
CCn1cc(C(=O)O)c(=O)c2cc(F)c(N3CCN(C(=O)c4ccc(Cl)cc4)CC3)cc21	4	-4
O=C(c1ccc([N+](=O)[O-])o1)n1cnc2ccccc21	8	-5
Cc1noc(CNC(=O)C2CCN(S(=O)(=O)c3cccnc3)CC2)n1	-4	-11
CCSc1sccc1C1C(C#N)=C(N)N(c2ccccc2[N+](=O)[O-])C2=C1C(=O)CCC2 (centres undefined)	-4	31
Cc1nc(-c2n[nH]c(C)n2)n[nH]1	.	2
O=C(C1CCCCC1)N1CCN(c2nnc3ccc(C(F)(F)F)cn23)CC1	1	6
Cc1ccccc1C(=O)c1cn[nH]c1-c1ccccc1O	-11	2
COc1ccc(Cl)cc1C(=O)NC1CCCC1	-3	-11
COc1cccc(NC(=O)C2Cc3ccccc3N3CCN(C4CCCC4)CC23)c1 (centres undefined)	1	27
Cc1ccc(C(O)=CC(=O)C(=O)NNC(=O)c2ccccc2Nc2ccccc2)c(C)c1	-35	.
COc1ccccc1-n1c(SCc2cccc(F)c2)nc2c(c1=O)SCC2	9	44
CCCCOC(=O)Nc1ccc(OC)cc1[N+](=O)[O-]	-14	26
CCOc1ccccc1C(=O)Nc1c(C)nc2scc(C)n2c1=O	-6	-14
O=C(O)CNc1c2ccccc2nc2ccccc12	-8	0
OCCCc1cn(Cc2ccccc2)c2ccccc12	-2	22
CC(C)CC(=O)N1CC(c2nc(-c3cccnc3)no2)C2(CCOCC2)C1 (centres undefined)	-6	2
COc1cccc(C(=O)Nc2cccnc2)c1	-4	0
O=C1CC(c2cccs2)CC2=C1C(c1ccccc1Cl)Nc1ccccc1N2 (centres undefined)	34	9
CCOc1ccccc1NC(=O)CSc1nnc(CNC(=O)c2c(F)cccc2Cl)o1	-7	2
O=C(O)CSCc1ccc([N+](=O)[O-])cc1	-3	-1
